# MrgX1 antagonist – human MrgX1 receptor antagonism, primary screen | Q96LB2 | MRGX1-HEK293 calcium flux, Fluo-4, BAM8-22 antagonism; stronger effect = lower value | B-score at 10 µM | 310,000 compounds, 1.3% hits;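 active = calcium-response B-score plate-corrected more than 3 library SD below zero, starting fluorescence within 5 deviations, no agonist response on first addition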;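 note: peak minus trough fluorescence over baseline after final BAM8-22 challenge near maximal dose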
# IEC-6 cytotox – kills IEC-6 intestinal cells in KLF5 counter-screen. IEC-6 cytotoxicity, luminescence viability. inhibition, % at 5 µM. 290,000 compounds, 0.78% hits; in the data active = inhibition above about 22%;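 note: 0% = plate median of test compound wells and 100% = cytotoxic reference compound wells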
# aSyn UTR inh – 5' untranslated region of α-synuclein, MLPCN primary screen | 300,000 compounds, 0.82% hits | inhibition, % (tested at 7.5 µM) | alpha-synuclein 5'UTR reporter, inhibitor activity; in the data active = inhibition above about 60%;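 note: H4 neuroglioblastoma cells stably carrying SNCA 5'UTR luciferase fusion; 0% = DMSO wells and 100% = positive control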
# HIF act – HIF pathway transcriptional activation. U2OS HRE-luciferase reporter, luminescence; normalized: DMSO 0%, desferrioxamine 100%. AID 1910. activation, % at 7.5 µM (by protocol). 300,000 compounds, 0.32% hits;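 active = mean activation of at least 10% of the iron chelator positive control signal, with at least half of replicates also reaching 10%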
# TRPC6 act – activators of mouse TRPC6 channel. Q61143. HEK293-TRPC6 membrane potential dye fluorescence; stronger effect = higher value. B-score at 10 µM. 310,000 compounds, 0.13% hits. AID 2550;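 active = B-score of the integrated fluorescence ratio above library mean plus 3 SD, and starting fluorescence ratio within library mean plus 5 SD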;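 note: higher score means more depolarization so channel activation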
# Target sequence (Q61143 whole entry, looked up): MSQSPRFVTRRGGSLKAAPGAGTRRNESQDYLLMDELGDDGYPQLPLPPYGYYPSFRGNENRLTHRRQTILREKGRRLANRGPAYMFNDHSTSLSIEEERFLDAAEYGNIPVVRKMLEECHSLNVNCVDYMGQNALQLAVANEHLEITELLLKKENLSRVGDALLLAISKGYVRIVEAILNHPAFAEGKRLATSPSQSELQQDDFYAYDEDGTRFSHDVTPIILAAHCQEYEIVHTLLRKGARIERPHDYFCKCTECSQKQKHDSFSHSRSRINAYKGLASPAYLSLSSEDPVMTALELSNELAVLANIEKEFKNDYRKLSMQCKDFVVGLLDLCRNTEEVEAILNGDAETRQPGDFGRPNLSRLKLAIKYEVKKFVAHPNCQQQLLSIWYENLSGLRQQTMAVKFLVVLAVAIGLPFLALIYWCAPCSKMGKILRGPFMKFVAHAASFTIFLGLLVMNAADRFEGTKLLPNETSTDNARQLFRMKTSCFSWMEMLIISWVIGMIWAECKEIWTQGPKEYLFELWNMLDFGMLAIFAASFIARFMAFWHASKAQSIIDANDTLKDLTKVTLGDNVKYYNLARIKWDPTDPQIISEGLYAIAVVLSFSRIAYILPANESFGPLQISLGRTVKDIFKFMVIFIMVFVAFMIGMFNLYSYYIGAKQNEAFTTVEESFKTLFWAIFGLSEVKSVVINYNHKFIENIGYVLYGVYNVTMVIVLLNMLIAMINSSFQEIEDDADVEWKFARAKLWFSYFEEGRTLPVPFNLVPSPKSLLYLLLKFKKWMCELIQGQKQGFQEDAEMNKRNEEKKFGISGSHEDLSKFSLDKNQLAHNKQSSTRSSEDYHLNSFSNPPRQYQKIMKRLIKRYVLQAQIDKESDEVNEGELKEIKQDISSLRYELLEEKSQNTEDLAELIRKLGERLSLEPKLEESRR
# KLF5 inh – kruppel-like factor 5 inhibition | DLD-1 KLF5 promoter-luciferase reporter, luminescence | inhibition, % at 5 µM | 290,000 compounds, 0.23% hits | AID 1700;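 active = inhibition above a per-plate limit of that plate's mean compound inhibition plus 3 SD, cut at about 60% in these data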;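 note: 0% = DMSO wells and 100% = LY294002 at 200 µM; higher means less KLF5 promoter-driven luciferase light; inactives centre near -14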
# TRPC4 act – opens the mouse TRPC4 cation channel | Q9QUQ5 | HEK293 TRPC4beta/mu-opioid, Fluo4 calcium fluorescence; stronger effect = higher value | B-score at 10 µM | 310,000 compounds, 0.49% hits;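 active = B-score above 5 SD of library B-scores, and initial fluorescence ratio not above library mean plus 5 SD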;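 note: positive B-score marks a calcium rise read as TRPC4 activation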
#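 System: HEK293 cells stably co-expressing mouse TRPC4beta and mu-opioid receptor; Schedule: Fluo4 dye loading 45 min at room temperature, 110 s recording; Detection: Fluo4 fluorescence, kinetic; Evaluation: B-scored integrated calcium fluorescence ratio; Controls: buffer (low) and maximal DAMGO (high).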
# TRPC6 inh – inhibitors of mouse TRPC6 channel | Q61143 | HEK293-TRPC6, membrane potential dye, ACh-evoked depolarization; stronger effect = lower value | B-score at 10 µM | 310,000 compounds, 1.1% hits;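 active = B-score under library mean minus 3 SD, initial fluorescence not abnormally high, positive integrated signal ratio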;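 note: B-score derived from integrated fluorescence ratio over the kinetic read; more negative B-score means stronger inhibition of depolarization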
# TRPC4 potent – allosterically enhances the mouse TRPC4 cation channel | Q9QUQ5 | HEK293 TRPC4beta/mu-opioid, DAMGO EC20, Fluo-4 Ca2+ flux; stronger effect = higher value | B-score at 10 µM | 310,000 compounds, 0.42% hits;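 active = B-score of calcium response area above 5 SD of library B-scores, with initial fluorescence ratio within 5 SD of library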;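 note: B-score of integrated fluorescence ratio over time as area under calcium response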
# TRPC4 inh – TRPC4 (mouse) channel inhibition; 300,000 compounds, 0.39% hits; Q9QUQ5; HEK293 TRPC4beta/mu-opioid, DAMGO-evoked Fluo4 calcium flux; stronger effect = lower value; B-score at 10 µM; AID 2247;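 active = B-score over 3 SD under the library average, no early fluorescence shift, positive overall ratio signal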
#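 Test system – stable TRPC4beta/mu-opioid receptor HEK293 cells · Probe or stimulus – DAMGO, a submaximal dose followed by a maximal one · Dosing – one concentration per compound · Signal – Fluo4 calcium fluorescence by kinetic imaging, 5 s 1 Hz baseline · Evaluation – per-well B score of integrated baseline-normalized Fluo4 ratio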
# SKKanGAS inh – inhibitors of SKKanGAS S. pyogenes growth in kanamycin (SK-promoter or general growth effect). BacTiter-Glo, 6 h. inhibition, % at 7.5 µM. 300,000 compounds, 1.3% hits;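 active = mean replicate score, as percent of positive control median, at least 50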;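 note: strain carries kanamycin resistance gene driven by streptokinase promoter and grows in 40 µg/ml kanamycin; loss of luminescence reflects streptokinase promoter inhibition or plain growth inhibition; 0% = median of DMSO wells and 100% = positive control at its reference dose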
# * hit, by the source's call; i = inactive; x = not tested or not shown.
SMILES,MrgX1 antagonist,IEC-6 cytotox,aSyn UTR inh,HIF act,TRPC6 act,KLF5 inh,TRPC4 act,TRPC6 inh,TRPC4 potent,TRPC4 inh,SKKanGAS inh
CCc1nnc(NC(=O)c2ccc(COc3ccccc3Cl)o2)s1,i,4,2,-0.9,i,-9,i,i,i,i,-7
O=C(NNc1nc2ccccc2o1)c1ccccc1,i,2,34,-2.1,i,-24,i,i,i,i,7
COCCn1c(C)nnc1SCC(=O)NNC(=O)c1ccc(Br)cc1,x,16,-5,-11,i,5,i,i,i,i,3
Cc1n[nH]c(=S)n1/N=C/c1ccccc1OCc1ccc(Cl)cc1,i,-7,-52,2.5,i,-29,i,i,i,i,8
COc1ccc(OC)c(-n2cc3c(=O)n(C)c(=O)n(C)c3c2)c1,i,4,-55,1.4,i,48,i,i,i,i,5
CC(C)C1Oc2ccccc2N(CC(=O)N(Cc2ccncc2)Cc2ccco2)C1=O (stereo unspecified),i,-6,-4,-1.0,i,-17,i,i,i,i,-3
COc1cc(CNCCO)cc(Br)c1OCc1ccccc1,i,2,-13,-0.4,i,-29,i,i,i,i,-1
COc1cccc(OC)c1OCCN1CCCC1,i,-4,11,-1.4,i,-38,i,i,i,i,0
Cc1ccc(C(C)C)c(OCC(=O)NNC(=O)CC2OC(=O)c3ccccc32)c1 (stereo unspecified),i,x,-19,0.8,i,x,i,i,i,i,-12
O=C(CSCc1cnn(-c2ccccc2)c1-n1cccc1)NCC1CCCO1 (stereo unspecified),i,0,-6,0.1,i,-46,i,i,i,i,-6
O=C(O)COc1ccccc1/C=N/NC(=O)CSc1nnc(-c2ccc(Cl)cc2)n1C1CCCCC1,i,-10,6,0.1,i,-21,i,i,i,i,4
COc1ccc(C(=O)/C=C/c2cn(CC(O)CN3CCN(C)CC3)c3ccccc23)cc1OC (stereo unspecified),i,-7,-62,2.3,i,-53,i,i,i,i,6
O=C(CSc1nc(-c2ccccc2)cs1)N1CCN(C(=O)c2ccco2)CC1,i,0,20,0.2,i,-21,i,i,i,i,-4
Cc1ccc(C(=O)Nc2ccc3nccnc3c2)cc1,i,0,29,-1.2,i,11,i,i,i,i,6
CCCCC(=O)Nc1ccc(N2CCN(S(C)(=O)=O)CC2)cc1,i,2,-17,0.6,i,-30,i,i,i,i,1
C=CCOc1c(Br)cc(/C=N\n2nnnc2N)cc1OC,i,2,32,0.0,i,-24,i,i,i,i,-6
CS(=O)(=O)Nc1nc2n(n1)C(c1ccc(F)cc1)CC(c1ccccc1)N2 (stereo unspecified),i,-2,4,-0.7,i,-25,i,i,i,i,-11
Cc1ccc(S(=O)(=O)/C(C#N)=C/c2c(N3CC(C)OC(C)C3)nc3ccccn3c2=O)cc1 (stereo unspecified),i,1,-7,-0.2,i,-13,i,i,i,i,-9
O=C(NCCN1C(=O)S/C(=C\c2ccc(OC(F)F)cc2)C1=O)[C@@H]1CCCN1C(=O)c1cccs1,i,4,2,-0.4,i,0,i,i,i,i,-2
O=C(CN1CCN(Cc2ccccc2)CC1)N/N=C/c1cccnc1,i,2,2,0.0,i,7,i,i,i,i,-2
Fc1ccccc1NC(=S)Nc1cccnc1,i,-7,-22,-0.1,i,-25,i,i,i,i,-15
Cc1ccc(-c2ccc(CCC(=O)O)n2-c2cccc(O)c2)cc1,i,0,-56,0.2,i,-28,i,i,i,i,1
S=C1NC(C23CC4CC(CC(C4)C2)C3)=CC(c2ccc3c(c2)OCO3)N1 (stereo unspecified),i,-4,-1,-0.1,i,-8,i,i,i,i,58*
COc1cccc(NC(=O)Cc2cn(C)c3ccccc23)c1,i,-1,-14,0.3,i,-13,i,i,i,i,-2
C=CCOc1cccc(C2c3c(oc4ccc(F)cc4c3=O)C(=O)N2CCCN2CCOCC2)c1 (stereo unspecified),i,x,-27,-0.1,i,x,i,i,i,i,-1

# Some values from the results shown:
# In SKKanGAS inh, Cc1ccc(C(=O)Nc2ccc3nccnc3c2)cc1 shows 6
# In aSyn UTR inh, Cc1ccc(C(C)C)c(OCC(=O)NNC(=O)CC2OC(=O)c3ccccc32)c1 (stereo unspecified) shows -19

# Other structures follow:
SMILES,MrgX1 antagonist,IEC-6 cytotox,aSyn UTR inh,HIF act,TRPC6 act,KLF5 inh,TRPC4 act,TRPC6 inh,TRPC4 potent,TRPC4 inh,SKKanGAS inh
CCOC(=O)C1(CC2CC2)CCN(Cc2cc(Cl)c(O)c(OC)c2)CC1,i,-2,-1,0.1,i,-27,i,i,i,-9*,2
O=C(O)C1Cc2ccccc2CN1C(=O)COc1ccc(Br)cc1 (stereo unspecified),i,1,-18,-0.5,i,-7,i,i,i,i,-3
CC1CCN(CCCN2C(=O)C3C(C(=O)Nc4ccc(Cl)cc4)C4C=CC3(O4)C2C(=O)NC2CCCCC2)CC1 (stereo unspecified),i,6,17,-2.2,i,7,i,i,i,i,3
COc1cc(OC)cc(C(=O)OCC(=O)NCc2ccc3c(c2)OCO3)c1,i,-8,14,-0.6,i,-27,i,i,i,i,-2
Cc1ccccc1C(=O)Nc1ccc2nc3n(c(=O)c2c1)CCC3,i,6,30,0.3,i,13,i,i,i,i,3
CCOc1nc(NC(=O)NC(=O)c2ccccc2)nc(-c2ccccc2)n1,i,-2,27,0.0,i,-27,i,i,i,i,18
Nc1nc2ccc(Cc3ccncc3)cc2s1,i,1,-47,0.7,i,-54,i,i,i,i,-1
CCc1ccc(NC(=O)Cc2c(C(=O)O)n(C)c3ccccc23)cc1,i,1,-3,-0.3,i,-1,i,i,i,i,7
CC(C)NCc1cc(Br)ccc1OCc1ccccc1,i,-8,-3,-0.1,12*,3,i,-7.2*,i,i,7
CCOc1cc(S(=O)(=O)N(CC)CC)ccc1F,i,-3,0,0.1,i,-39,i,i,i,i,-6
CCc1c(C(=O)NCCc2cccc(C)c2)[nH]c(C)c1C(C)=O,i,3,12,0.2,i,-32,i,i,i,i,1
CC(=O)Nc1ccc(Nc2nc(-c3sc(NC(C)=O)nc3C)cs2)cc1,i,4,2,-4.8,i,-18,i,i,i,i,35
CN(c1cccc(NC(=O)CCSc2ccccc2)c1)S(C)(=O)=O,i,-2,-3,0.7,i,-39,i,i,i,i,2
CCOC(=O)c1sc(C)c(C(=O)NC2CCCCC2)c1N,i,-1,-18,0.5,i,-3,i,i,i,i,-2
Cc1cccc(C(=O)Nc2ccnc(-c3cccnc3)n2)c1,i,2,-29,0.6,i,-7,i,i,i,i,-3
CCOc1cc(/C=N/NC(=O)CN(CCc2ccccc2)S(=O)(=O)c2ccc(NC(C)=O)cc2)ccc1O,i,6,9,-1.9,i,-13,i,i,i,i,16
CCOc1ccccc1NS(=O)(=O)c1ccc2[nH]c(=O)[nH]c2c1,i,-2,13,-0.2,i,-1,i,i,13*,i,2
C/C=C(\C)CN1CCC(n2nccc2NC(=O)c2ccc3c(c2)OCO3)CC1,i,1,3,0.0,i,-16,i,i,i,i,20
O=C(c1ccccc1)C1CN(c2ccccc2)CC1c1ccc(Cl)cc1 (stereo unspecified),i,0,46,0.0,i,-17,i,i,i,i,-13
COC(=O)c1nc(-c2ccccc2)oc1N1CCOCC1,i,6,22,-2.4,i,-1,i,i,i,i,0
COC(=O)CN=Cc1c(O)n(-c2ccc(Cl)cn2)c(=O)c2ccccc12,i,5,-10,0.3,i,-2,i,i,i,i,-2
CN(C)S(=O)(=O)c1ccc(C(=O)NCc2nc3ccccc3s2)cc1,i,0,6,0.2,i,-13,i,i,i,i,2
CCOC(=O)c1ccc(NC(=O)NCc2ccccn2)cc1,i,5,-4,0.4,i,-45,i,i,i,i,-1
Cc1nnc(N(CCC#N)CCC#N)s1,i,-3,-14,-0.1,i,-13,i,i,i,i,6
CCOC(=O)C1=NN(C(=O)Cc2ccccc2)C(O)(c2ccc(Cl)cc2)C1 (stereo unspecified),i,2,22,-0.2,i,-6,i,i,i,i,-4
# (list continues)
SMILES,MrgX1 antagonist,IEC-6 cytotox,aSyn UTR inh,HIF act,TRPC6 act,KLF5 inh,TRPC4 act,TRPC6 inh,TRPC4 potent,TRPC4 inh,SKKanGAS inh
O=C(Nc1nncs1)C1COc2ccccc2O1 (stereo unspecified),i,-3,-39,1.2,i,-35,i,i,i,i,-4
COc1cccc(-c2ccc(C#N)c(SCC(=O)NCCc3ccccc3)n2)c1,i,-12,5,-0.3,i,-16,i,i,i,i,4
CCCNC(=O)COc1ncnc2sc(C)c(C)c12,i,-2,9,0.2,i,-11,i,i,i,i,3
O=C(N/N=C/c1cc2c(cc1Br)OCO2)c1cc2ccccc2o1,i,-2,-66,2.4,i,-36,i,i,i,-7*,10
CCc1ccc(OCC(=O)NNC(=O)C2CCC2)cc1,i,x,-7,-0.1,i,x,i,i,i,i,-4
CC1=Nn2c(nnc2-c2cc(-c3ccccc3)n[nH]2)SC1,i,3,37,0.0,i,-12,i,i,i,i,-18
Cn1c(SCC(=O)Nc2ccc(NC(=O)c3cccc(F)c3)cc2)nnc1-c1ccncc1,i,7,2,-0.1,i,-26,i,i,i,i,-3
CN1CCN(c2ccc(S(=O)(=O)Nc3ccccc3)cc2[N+](=O)[O-])CC1,i,5,9,-1.0,i,-3,i,i,i,i,-11
COc1cccc(CCNC(=O)CCc2nnc(Cc3cc(OC)ccc3OC)o2)c1,i,-1,-32,0.1,i,-13,i,i,i,i,1
O=C(c1ccccc1)c1c[nH]c(C(=O)NCc2cccnc2)c1,i,4,-3,0.4,i,-6,i,i,i,i,-4
CC(C)(C)c1nc2ccccc2c2nnc(SCC(=O)NCc3ccco3)n12,i,-4,7,0.4,i,-11,i,i,i,i,-11
COc1cc(SC)ccc1C(=O)OCC(=O)NC1CCCC1,i,-2,-94,2.1,i,-18,i,i,i,i,-7
CC(=O)c1cccc(N=Cc2c(O)c3ccccc3oc2=O)c1,i,1,3,1.5,i,-16,i,i,i,i,5
COCCNCCCCOc1ccc(C)cc1[N+](=O)[O-],i,-1,-23,0.3,i,9,i,i,i,i,-8
CC(=O)C1=C(c2ccccc2)NC(=O)NC1c1ccccc1 (stereo unspecified),i,-6,6,-2.0,i,-44,i,i,i,i,3
COC(=O)[C@H](CC(C)C)NC(=O)N1CCN(c2cccc(C(F)(F)F)c2)CC1,i,4,-3,-0.3,i,-13,i,i,i,i,8
OCC[C@H]1C[C@@H](O)[C@H](O)[C@]2(CCCO2)O1,i,x,7,-1.5,i,x,i,i,i,i,1
CN1CCN(S(=O)(=O)Cc2ccccc2Cl)CC1,i,-2,-13,-0.4,i,-13,i,i,i,i,-6
COc1ccccc1CC(=O)Nc1ccc(O)cc1C(=O)O,i,-1,9,0.7,i,1,i,i,i,i,-7
